KCNH2 3.1 inh: blocks the human KCNH2 3.1 channel isoform. U2OS KCNH2 3.1, thallium flux FluxOr; active compounds read low. activity change, % (tested at about 1.8 µM). 340,000 tested, 0.95% active;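 active means maximum activity change below -70%; inconclusive means maximum activity change from -70% to -50%; inactive means maximum activity change above -50%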;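 further: thallium influx rate constant from kinetic fluorescence after stimulation buffer; on the % scale 0 is the no-effect control and ±100 the full control effect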
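Kinetic fluorescence (2 min after stimulation buffer) measures Tl+ influx through KCNH2 3.1 expressed by viral transduction in U2OS cells; the rate constant is normalized against DMSO controls serving as positive and negative references.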
USP2a block: inhibitors of human ubiquitin-specific protease USP2a | USP2 core, Ub-CHOP2 coupled fluorogenic reporter, 485/531 | Potency, µM (highest dose often 38.3 µM), for the others: top-dose activity change, negative = inhibition, actives largely listed as inhibitors | AID 463254 | O75604 | 330,000 tested, 0.01% active;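 further: potency means the concentration at half of the fitted maximal effect; plate controls were DMSO wells for no effect and full inhibition by NEM control for full effect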
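Deubiquitinase activity read as fluorescence (485/531 nm) after Ub-CHOP2 cleavage activates the enterokinase reporter on its substrate; USP2 core 10nM, Ub-CHOP2 and substrate 25nM each, 30min compound preincubation then 60min RT; data normalized to NEM, curves fitted.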
Menin-MLL TR inh: inhibitors of human menin-MLL interaction, mutant MLL peptide | Menin + Texas Red MLL mutant peptide, fluorescence polarization | Potency, µM (series often up to 61.6 µM), for the others: at the top dose FP activity change, negative = inhibition, usual class: inhibitors | 270,000 tested, 0.23% active | AID 1768; active means well fitted inhibition curve with a large enough effect in the polarisation, with a control signal flat, not every such curve was filed as active; inconclusive means small, poorly fitted or top-dose-only effect, or effect the other way, or a change in a side signal; inactive means no such curve, though single readings can be large or run the other way; the % refers to the polarisation; further: potency means the concentration at half of the fitted maximal effect; % of control where 0% means no effect; many of its hits are not listed in these tables
FBPA coupling cs: coupling enzyme interference in Giardia aldolase counter-screen. coupling enzyme system counterscreen, AmpLite Red fluorescence. activity change, negative = inhibition, % at 58.2 µM, hits read low. 290,000 tested, 0.67% active; in the data active means activity change below about -30%; further: on the % scale 0 is the no-effect control and ±100 the full control effect
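First, compound is pin-transferred into glyceraldehyde-3-phosphate coupling-enzyme reagent at 57.5 uM final and held 10 min at RT. Next, substrate, coupling system and AmpLite Red are added. After 20 min RT, fluorescence (525/598 nm) is read.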
KCNH2 WT inh: inhibitors of human wildtype KCNH2 potassium channel; Q12809; U2OS, BacMam KCNH2, thallium flux FluxOr; active compounds read low; activity change, % at 1.84 µM; 340,000 tested, 0.37% active; AID 720551;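 active means maximum activity change below -70%; inconclusive means maximum activity change between -70% and -50%; inactive means maximum activity change above -50%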; further: on the % scale 0 is the no-effect control and ±100 the full control effect
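U2OS cells were transduced with wild-type KCNH2 virus (2.03 x 10^8 / mL) for 4 h at room temperature, then cultured overnight at 37 C. Thallium flux was read with FluxOr dye. Rate constants were normalized to DMSO controls.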
GALK inhibitor: blocks human galactokinase activity; P51570; Purified GALK, Kinase-Glo residual ATP luminescence; Potency, µM (top dose mostly 57.5 µM), inactives show at the top dose activity change, negative = inhibition, hits mostly inhibitors; 270,000 tested, 0.007% active; AID 1868; further: potency means the concentration at half of the fitted maximal effect; on the % scale 0 is the no-effect control and ±100 the full control effect
Target sequence (P51570 whole entry, looked up): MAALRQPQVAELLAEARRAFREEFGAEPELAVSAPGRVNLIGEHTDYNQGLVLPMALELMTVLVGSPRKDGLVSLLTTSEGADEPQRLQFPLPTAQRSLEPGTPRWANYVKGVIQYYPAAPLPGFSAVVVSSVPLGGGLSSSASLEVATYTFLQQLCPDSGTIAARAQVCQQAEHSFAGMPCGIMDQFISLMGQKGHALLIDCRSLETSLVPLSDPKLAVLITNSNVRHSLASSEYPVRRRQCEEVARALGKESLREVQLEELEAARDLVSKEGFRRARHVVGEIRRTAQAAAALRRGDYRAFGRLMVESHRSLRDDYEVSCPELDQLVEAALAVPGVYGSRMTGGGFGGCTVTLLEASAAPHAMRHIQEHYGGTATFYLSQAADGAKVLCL
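ATP-depletion format; final 35 uM ATP, 100 uM D-galactose, 5 nM enzyme; pH 8.0 HEPES/Mg2+ buffer; 60 min RT; luminescence read 10 min after detection reagent.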
B2AR arrestin: beta2AR (human) beta-arrestin recruitment activity. P07550. beta-arrestin recruitment to beta2AR, cell-based reporter. Potency, µM (doses to about 46.1 µM), for inactives: at the highest dose activation, actives largely listed as activators. 330,000 tested, 0.02% active;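 further: potency means the concentration at half of the fitted maximal effect; 0% = DMSO controls and full agonism = EC100 isoproterenol or metaproterenol; nearly all actives have a fitted effect of over 65% in size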
TRPV1 agonist: agonists of human vanilloid receptor 1 (TRPV1); activation, % at 8.33 µM; TRPV1-expressing cells, Fluo-8 calcium influx, agonist mode; 320,000 tested, 0.19% active; AID 540275; in the data active means activation above about 80%; inconclusive means between about 30% and that limit; further: 0% is about no effect
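Fluo-8 calcium influx in TRPV1-expressing cells, kinetic read (ex 480/em 520 nm). Compound added and read 3 min for agonist activity, followed by capsaicin at EC20 final and 2 min further read for enhancement.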
PKM2 activator: PKM2 (human) enzyme activation; P14618; purified PKM2, Kinase-Glo ATP luminescence, activation; response scale: 0% is enzyme alone, no compound; Potency, µM (series often up to 57.5 µM), for inactives: top-dose activation, actives largely listed as activators; 260,000 tested, 0.34% active; AID 1631; further: potency means the concentration at half of the fitted maximal effect; on the % scale 0 is the no-effect control and ±100 the full control effect; nearly all actives have a fitted effect of over 55% in size
Target sequence (P14618 whole entry, looked up): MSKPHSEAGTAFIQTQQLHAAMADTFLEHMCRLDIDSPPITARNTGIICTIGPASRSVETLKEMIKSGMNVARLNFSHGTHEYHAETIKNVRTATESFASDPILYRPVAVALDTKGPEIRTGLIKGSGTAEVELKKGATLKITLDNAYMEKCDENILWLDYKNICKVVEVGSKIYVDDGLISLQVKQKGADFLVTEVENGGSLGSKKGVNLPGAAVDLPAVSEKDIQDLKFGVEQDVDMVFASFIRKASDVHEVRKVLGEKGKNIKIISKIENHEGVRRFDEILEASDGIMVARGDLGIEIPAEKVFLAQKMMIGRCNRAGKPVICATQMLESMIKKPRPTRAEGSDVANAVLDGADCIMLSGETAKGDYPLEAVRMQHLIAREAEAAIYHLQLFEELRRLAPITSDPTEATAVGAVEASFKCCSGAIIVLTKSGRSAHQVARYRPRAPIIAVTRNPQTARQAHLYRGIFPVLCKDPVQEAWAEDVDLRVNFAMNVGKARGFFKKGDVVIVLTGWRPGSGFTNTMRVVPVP
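hPK-M2, >95% pure; 0.1 mM ADP / 0.5 mM PEP final; imidazole pH7.2 buffer w/ 7 mM MgCl2, 50 mM KCl; 1 h RT; Kinase-Glo lum. Intermediate enzyme activity for dual inhibitor/activator qHTS.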
Giardia kill: Giardia lamblia killing; activity change, % at 7.66 µM, hits read low; 340,000 tested, 0.15% active; Giardia lamblia trophozoite viability; in the data active means activity change below about -80%; inconclusive means between about -30% and that limit;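 further: parasites exposed to compound for two days anaerobically before the ATP read; on the % scale 0 is the no-effect control and ±100 the full control effect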
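ATP-content bioluminescence gauges trophozoite survival. Cells (100/well) receive compound and incubate anaerobically for 48 hrs at 37 deg C; detection reagent follows for 15-30 min at room temperature.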
CXXC DNA block: blocks binding of human MLL CXXC domain to DNA; AID 2662; MLL-CXXC / FITC-HOXA9 DNA fluorescence polarization; 290,000 tested, 0.037% active; Potency, µM (top dose mostly 115 µM), without a hit: at the top dose activity change, negative = inhibition, hits mostly inhibitors; Q03164; active means well fitted inhibition curve with a large enough effect in the polarisation, with a control signal flat, not every such curve was filed as active; inconclusive means small, poorly fitted or top-dose-only effect, or effect the other way, or a change in a side signal; inactive means no such curve, though single readings can be large or run the other way; the % refers to the polarisation; further: potency means the concentration at half of the fitted maximal effect
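Fluorescence polarization: 7 uM MLL-CXXC (stock) preincubated 5 min with compounds, then 50 nM fluorescein-HOX-A9 DNA (stock) added; 30 min ambient. Buffer 50 mM Tris-HCl pH 7.5, 50 mM NaCl, 1 mM DTT, 0.05% BSA.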
The depositor's hits bear a star; i = inactive; ? = inconclusive; · = not tested or not shown; [ ] = another dose, or the depositor's remark. Unless noted, the call rests on the fitted dose curve; in most records, active means well fitted curve in the direction sought with a large enough effect; inconclusive means small, poorly fitted or top-dose-only effect, or another doubt; inactive means no such curve, though single readings can be large; an effect the other way counts as inactive or inconclusive.

Values run as follows: KCNH2 WT inh	FBPA coupling cs	B2AR arrestin	Menin-MLL TR inh	KCNH2 3.1 inh	TRPV1 agonist	GALK inhibitor	Giardia kill	PKM2 activator	USP2a block	CXXC DNA block
> CCN(C(=O)c1ccc(Br)cc1)c1ccccc1
→ -1	7	0.5%	7%	2	3	4%	4	2%	1%	9%
> O=C1NC(c2ccc(Cl)cc2Cl)Oc2ccccc21 (stereo unspecified)
→ -11	-2	7.3%	-9%	4	2	6%	4	1%[11.5 µM]	1%	-12%
> O=C(COc1ccc(Br)cc1)NCc1ccccn1
→ -7	-1	0.2%	-5%	-3	24	-1%	49[activator]	9%	5%	-11%
> CCOC(=O)c1c(C=O)c(C)n(Cc2ccccc2Cl)c1C
→ 6	9	-0.9%	·	-4	3	-2%	-9	-1%	2%	-22%
> COc1ccc(NC(=O)Nc2ccc3c(c2)C(=O)N([C@@H](C)CO)C[C@@H](C)[C@@H](CN(C)CC2CCCCC2)O3)cc1
→ 1	·	-1.1%	·	-23	·	·	0	·	-1%	·
> Cc1nn(Cc2ccccc2)c(Cl)c1C(=O)NCc1ccco1
→ -16	1	0.0%	-1%	-2	4	4%	-14	15%	4%	-7%
> CCCC(=O)n1nc(NCc2ccc(OC)cc2)nc1NCc1ccc(OC)cc1
→ 3	-1	0.2%	-2%	-14	5	0%	-24	1%	-1%	8%
> CSCCC(NC(=O)c1ccccc1Cl)C(=O)N(C)Cc1cccs1 (stereo unspecified)
→ -10	0	-0.3%	16%	-2	1	-3%	-18	-5%	-1%	?
> O=C1c2cccc3c(O)ccc(c23)C(=O)N1c1ccc(Cl)cc1
→ -19	-14	3.7%	?	-3	-10	-4%	0	·	?	?
> Cc1nn(Cc2ccc(Cl)c(Cl)c2)c(C)c1NC(=O)c1cc(-c2ccco2)on1
→ -21	0	-0.1%	10%	-15	0	-2%	6	10%	2%	5%
> CCc1nc(N[C@@H](CC(C)C)C(=O)O)c2oc3ccccc3c2n1
→ -7	4	-0.4%	-12%	-1	2	2%	3	-1%	-1%	-19%
> CCOC(=O)/C(N=Nc1sc(C(=O)OCC)c(C)c1C(=O)OCC)=C(\C)O
→ ·	-2	-0.5%	?	·	-1	2%	·	4%	5%	-1%
> CC(C)(C)OC(=O)NC(CCNC=C1C(=O)OC(C)(C)OC1=O)C(=O)O (stereo unspecified)
→ -11	3	-0.4%	-17%	3	1	1%	6	-1%	-1%	-1%
> O=C(NN=Cc1ccccc1OC(F)F)c1ccc(NS(=O)(=O)c2cccs2)cc1
→ 9	·	0.3%	·	1	·	·	-16	·	0%	·
> CCC(c1nnnn1CCc1ccccc1)N1CCN(C(=O)c2ccco2)CC1 (stereo unspecified)
→ 6	-1	-0.4%	-10%	-30	-1	2%	19	-1%	2%	-1%
> Cc1ccc(C)c(N2CCN(C(=O)CCc3nc(-c4ccccc4)no3)CC2)c1
→ -3	·	-0.3%	·	4	·	·	13	·	1%	·
> COc1ccc(OC)c(CNC(=O)C2CCN(S(=O)(=O)N3CCCCC3)CC2)c1
→ 5	·	0.3%	·	2	1	-4%	?	·	4%	-1%
> O=C(c1ccc(NC(=S)Nc2ccc(Cl)c(Cl)c2)cc1)N1CCCC1
→ -5	2	0.0%	?	-7	-1	1%	18	-11%	2%	3%
> Cc1ccc(NC(=S)NCC2CCCO2)cc1 (stereo unspecified)
→ 7	2	-0.7%	-10%	-4	-7	2%	-1	-3%	-1%	-4%
> CS(=O)(=O)N1CCN(C(=O)c2ccc(-c3ccccc3)cc2)CC1
→ -6	5	-0.2%	-3%	6	6	0%	4	-14%	3%	0%
> CC[C@]12c3[nH]c4cc(-c5ccco5)ccc4c3CCN1C(=O)[C@@H](CC(=O)NCCc1ccccn1)C[C@@H]2C(=O)N1CCN(C(=O)C2CC2)CC1
→ 6	·	-0.1%	·	-10	·	·	-9	·	0%	·
> CCOC(=O)C/C(C)=N/NC(=O)C1CC1(c1ccccc1)c1ccccc1 (stereo unspecified)
→ 5	0	-0.6%	2%	19	2	0%	-16	2%	1%	5%
> Cc1cc(C)c(NC(=S)N(CCc2ccncc2)C(C)C)c(C)c1
→ 3	0	-0.3%	-1%	-1	-5	3%	-6	-12%	1%	?
> CNC(=S)Nc1ccc(OCc2ccccc2)cc1
→ 3	3	-0.1%	18%	7	1	-1%	-11	3%	-1%	34%[activator]
> CC(=O)c1cccc(NC(=O)CN2CCN(S(=O)(=O)/C=C/c3ccccc3)CC2)c1
→ -4	·	0.6%	·	-5	2	·	-1	·	-1%	·
> COc1ccc(NC(=S)N2CCCN(Cc3cccc(Cl)c3)C2)cc1
→ ·	0	-0.3%	-1%	·	0	1%	-1	3%	1%	-1%
> COc1ccc(CCNC(=O)CCNS(=O)(=O)c2cccc3nsnc23)cc1OC
→ 6	3	4.7%	-9%	-7	1	0%	-5	9%	1%	-3%
> O=C(CCC(=O)NCc1ccccc1)NCc1ccccc1
→ -1	1	-0.9%	-1%	9	-1	·	18	0%	1%	-4%
> Cc1cccc(NC(=O)CCNS(=O)(=O)c2cccc3nonc23)c1C
→ i	1	-0.1%	-13%	-5	4	4%	32[activator]	0%	1%	-2%
> CCOc1ccccc1Nc1nnc(SCc2nnc(-c3cc(OC)c(OC)c(OC)c3)o2)s1
→ 4	-2	0.2%	4%	-15	-4	-1%	3	9%	3%	4%

Arranged by heavy-atom count (high to low): some entries from above.
Values run as follows: KCNH2 WT inh	FBPA coupling cs	B2AR arrestin	Menin-MLL TR inh	KCNH2 3.1 inh	TRPV1 agonist	GALK inhibitor	Giardia kill	PKM2 activator	USP2a block	CXXC DNA block
> CC(=O)c1cccc(NC(=O)CN2CCN(S(=O)(=O)/C=C/c3ccccc3)CC2)c1
→ -4	·	0.6%	·	-5	2	·	-1	·	-1%	·
> COc1ccc(NC(=S)N2CCCN(Cc3cccc(Cl)c3)C2)cc1
→ ·	0	-0.3%	-1%	·	0	1%	-1	3%	1%	-1%
> Cc1cc(C)c(NC(=S)N(CCc2ccncc2)C(C)C)c(C)c1
→ 3	0	-0.3%	-1%	-1	-5	3%	-6	-12%	1%	?
> O=C(CCC(=O)NCc1ccccc1)NCc1ccccc1
→ -1	1	-0.9%	-1%	9	-1	·	18	0%	1%	-4%
> CNC(=S)Nc1ccc(OCc2ccccc2)cc1
→ 3	3	-0.1%	18%	7	1	-1%	-11	3%	-1%	34%[activator]

(listing goes on)
Values run as follows: KCNH2 WT inh	FBPA coupling cs	B2AR arrestin	Menin-MLL TR inh	KCNH2 3.1 inh	TRPV1 agonist	GALK inhibitor	Giardia kill	PKM2 activator	USP2a block	CXXC DNA block
> Cc1cc(OCCCCCn2ccnc2)cc(C)c1Cl
→ 5	3	-0.4%	17%	-26	-5	-2%	-30	-4%	-6%	19%
> COCCn1c(=O)c2c(nc3n2CC(C)CN3CCc2ccccc2)n(C)c1=O (stereo unspecified)
→ -14	-1	0.5%	19%	-34	25	1%	6	1%	0%	-19%
> COc1ccc(C2CC(=O)C=C(NCCC(C)C)C2)cc1 (stereo unspecified)
→ 3	0	-0.7%	-13%	2	1	-3%	7	-6%	-3%	-5%
> COc1cccc2cc(-c3n[nH]c(=S)n3C)oc12
→ 8	0	-0.1%	9%	3	0	1%	22	-8%	-6%	-1%
> CCOC(=O)/C(=N\Nc1cc(C(F)(F)F)ccc1Cl)N(CC)CC
→ 8	-5	-0.3%	-2%	1	-1	0%	-9	0%	-1%	-1%
> Cc1c(NC(=O)CSc2nncc3ccccc23)c(=O)n(-c2ccccc2)n1C
→ -6	1	-0.9%	0%	9	2	-2%	6	0%	0%	-1%
> O=C(O)CSc1nc(-c2ccccc2)cc(=O)[nH]1
→ -4	2	0.0%	5%	12	-3	0%	-13	-6%	-1%	-1%
> CCOCCCNc1nc(C(F)(F)F)nc2c1nnn2Cc1ccccc1Cl
→ 20	0	0.7%	-3%	-3	10	2%	0	·	0%	-8%
> O=C(NCc1ccco1)Nc1cccc([N+](=O)[O-])c1
→ -4	0	-0.3%	8%	-8	?	1%	-16	0%	1%	-1%
> N#Cc1c(NC(=O)c2ccc(N3CCOCC3)c([N+](=O)[O-])c2)sc2c1CCCC2
→ -16	0	0.1%	1%	2	-3	-3%	0	1%	3%	5%
> O=C(CSc1nc2[nH]ncc2c(=O)[nH]1)Nc1ccccc1
→ 7	2	-0.1%	2%	10	2	4%	-4	13%	-4%	7%

The list is partial; rates above refer to the full screens.
